Source: PubChem
LMNA splice mod: qHTS Assay for Modulators of Lamin A Splicing. 0.01% of 200,000 active. Potency, µM (series often up to 46.1 µM), without a hit: at the highest dose ratio change, negative = inhibition, usual class: inhibitors. HeLa LMNA splicing GFP/RFP minigene ratio, 48 h; active = well fitted inhibition curve with a large enough effect in the signal ratio, with a control signal flat, not every such curve was filed as active; inconclusive = small, poorly fitted or top-dose-only effect, or effect the other way, or a change in a side signal; the % refers to the signal ratio; note: % is set by controls: 0 for no effect and ±100 for the full control effect
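Read-out is the ratio of GFP to DsRed2 object intensity, acquired by 488 nm laser-scanning cytometry on HeLa lamin A-EGFP minigene reporter cells. Compound incubation 48 hrs at 37 °C in Opti-MEM with 2% FBS; DMSO 0.5% final.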
JMJD2E inh: qHTS Assay for Inhibitors of Human Jumonji Domain Containing 2E (JMJD2E) | JMJD2E catalytic domain, FDH-coupled NADH fluorescence (FDH is formaldehyde dehydrogenase) | Lysine-specific demethylase 4E (Homo sapiens), B2RXH2 | Potency, µM (series often up to 57.1 µM), for the others: top-dose activity change, negative = inhibition, usual class: inhibitors | 1.6% of 230,000 active; active = well fitted inhibition curve with a large enough effect, not every such curve was filed as active; inconclusive = small, poorly fitted or top-dose-only effect, or another doubt; inactive = no such curve, though single readings can be large or run the other way;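 note: 0% = wells with enzyme and -100% = buffer wells without enzyme; nearly all actives have a fitted effect of over 50% in size; many of its hits are not listed in these tables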
SMN2 splice up: qHTS Assay for Enhancers of SMN2 Splice Variant Expression. Potency, µM (top dose mostly 46.1 µM), for the others: at the highest dose activity change, positive = activation, most hits filed as activators. AID 1458, 2008. HEK293 SMN2-luciferase splicing reporter, luminescence, 30-36 h. 2.8% of 210,000 active; note: % of control where 0% means no effect; nearly all actives have a fitted effect of over 55% in size
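HEK293 cells carry an SMN2 minigene-luciferase reporter in which exon 7 inclusion puts luciferase in frame. Cells were seeded at 2000 cells/well, attached for 10-12 hours, then exposed to compounds for 30-36 hours at 37C before ONE-Glo luminescence.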
TRb-SRC2 inh: qHTS for Inhibitors of the Interaction of Thyroid Hormone Receptor and Steroid Receptor Coregulator 2; Thyroid hormone receptor beta (Homo sapiens), P10828; TRbeta-SRC2 peptide binding, fluorescence polarization; receptor liganded with 1 µM T3; Potency, µM (highest dose often 106 µM), for the others: at the highest dose activity change, negative = inhibition, actives largely listed as inhibitors; 0.065% of 280,000 active; AID 1469, 2008;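 note: plate controls were bound peptide for no effect and peptide without receptor for full effect; nearly all actives have a fitted effect of over 50% in size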
Target sequence (P10828 whole entry, looked up): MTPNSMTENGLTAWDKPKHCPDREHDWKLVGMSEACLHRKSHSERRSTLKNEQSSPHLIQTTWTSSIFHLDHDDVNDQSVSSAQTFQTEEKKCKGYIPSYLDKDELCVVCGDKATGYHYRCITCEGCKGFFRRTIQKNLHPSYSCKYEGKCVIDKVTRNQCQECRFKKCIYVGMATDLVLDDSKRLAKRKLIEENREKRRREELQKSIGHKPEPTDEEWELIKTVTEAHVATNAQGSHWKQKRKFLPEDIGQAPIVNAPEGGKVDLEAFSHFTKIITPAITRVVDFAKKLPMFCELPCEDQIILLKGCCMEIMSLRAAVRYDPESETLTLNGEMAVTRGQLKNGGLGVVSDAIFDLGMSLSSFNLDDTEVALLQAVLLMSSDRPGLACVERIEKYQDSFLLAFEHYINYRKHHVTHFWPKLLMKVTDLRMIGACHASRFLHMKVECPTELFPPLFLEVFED
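Fluorescence polarization of 20 nM Texas Red SRC2 peptide (20-aa NR interaction domain) bound to 0.6 uM human TRb ligand-binding domain, with 1 uM T3, after 5 hr at ambient temperature; inhibition seen as decreased polarization.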
TexasRed fluor: Total Fluorescence Counterscreen for Inhibitors of the Interaction of Thyroid Hormone Receptor and Steroid Receptor Coregulator 2. 0.29% of 280,000 active. Potency, µM (series often up to 106 µM), for inactives: at the highest dose fluorescence change, negative = quenching. TRb/SRC2 Texas Red total fluorescence interference; active = well fitted curve in either direction with a large enough effect; inconclusive = small, poorly fitted or top-dose-only effect; note: % is set by controls: 0 for no effect and ±100 for the full control effect
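Human TRβ ligand-binding domain (0.6 uM) and Texas Red SRC2 peptide (20 nM) in Tris buffer with 1 uM T3 and 5% DMSO were incubated with pinned compound for 5 hr at ambient temperature. Total fluorescence was computed as S + 2P (555/632 nm).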
GoLoco inh red: qHTS Assay for Inhibitors of RGS12 GoLoco Motif Activity (Red Fluorophore). Guanine nucleotide-binding protein G(i) subunit alpha-1 (Homo sapiens), P63096. Gai1:RGS12 GoLoco peptide FP, rhodamine, 10 min. Potency, µM (highest dose often 61.6 µM), for the others: at the highest dose activity, negative = inhibition, usual class: inhibitors. 0.44% of 230,000 active; active = well fitted inhibition curve with a large enough effect, not every such curve was filed as active; inactive = no such curve, though single readings can be large or run the other way; note: % is set by controls: 0 for no effect and ±100 for the full control effect; nearly all actives have a fitted effect of over 30% in size; many of its hits are not listed in these tables
Target sequence (P63096 whole entry, looked up): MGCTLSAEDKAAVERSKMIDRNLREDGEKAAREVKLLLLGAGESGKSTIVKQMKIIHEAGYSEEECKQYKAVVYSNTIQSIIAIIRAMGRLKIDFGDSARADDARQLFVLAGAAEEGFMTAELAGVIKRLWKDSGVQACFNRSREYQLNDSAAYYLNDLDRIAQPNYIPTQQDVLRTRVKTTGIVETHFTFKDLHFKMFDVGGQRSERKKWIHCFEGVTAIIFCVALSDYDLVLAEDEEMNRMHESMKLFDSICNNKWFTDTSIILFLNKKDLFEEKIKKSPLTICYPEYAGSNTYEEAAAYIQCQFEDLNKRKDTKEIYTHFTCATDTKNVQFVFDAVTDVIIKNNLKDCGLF
ALDH1A1 inh: qHTS Assay for Inhibitors of Aldehyde Dehydrogenase 1 (ALDH1A1) | Potency, µM (series often up to 75.3 µM), for the others: at the highest dose activity, negative = inhibition, hits mostly inhibitors | 7.3% of 220,000 active | Purified ALDH1A1, NADH fluorescence, propionaldehyde substrate | AID 1030, 2008; active = well fitted inhibition curve with a large enough effect, not every such curve was filed as active; inconclusive = small, poorly fitted or top-dose-only effect, or another doubt; inactive = no such curve, though single readings can be large or run the other way;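 note: plate controls were no enzyme wells and a reference inhibitor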
RECQ1 inh: qHTS Assay for Inhibitors of RecQ-Like Dna Helicase 1 (RECQ1); RECQ1 DNA unwinding, red fluorescence kinetic read; Potency, µM (series often up to 57.3 µM), for inactives: top-dose activity, negative = inhibition, most hits filed as inhibitors; 0.54% of 240,000 active;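 note: plate controls were vehicle for no effect and no enzyme for full effect; nearly all actives have a fitted effect of over 30% in size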
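50 nM RECQ1T1 preincubated 15 min with compound in Tris pH 8.0 buffer with MgCl2, DTT, Tween-20 and 2.5 ug/ml poly(dI-dC); started with 200 nM TAMRA/BHQ-2 forked duplex and 2 mM ATP. Unwinding read as fluorescence (525/598 nm), two reads 2 h apart.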
* hit, by the source's call; i = inactive; ? = inconclusive; . = not tested or not shown; & = joins results of further samples; [ ] = dose if it differs, or a comment. Unless noted, calls come from the whole dose curve; as a rule, active = well fitted curve in the direction sought with a large enough effect; inconclusive = small, poorly fitted or top-dose-only effect, or another doubt; inactive = no such curve, though single readings can be large; an effect the other way counts as inactive or inconclusive. Potency is the fitted concentration of half-maximal effect. The list is partial, so the mix of outcomes need not match the whole.

| Molecule | LMNA splice mod | JMJD2E inh | SMN2 splice up | TRb-SRC2 inh | TexasRed fluor | GoLoco inh red | ALDH1A1 inh | RECQ1 inh |
| --- | --- | --- | --- | --- | --- | --- | --- | --- |
| CCOc1cc(CNC)ccc1OCC(=O)NC(C)(C)C | -14.1%[46 µM] | 1.1% | -7.7% | 6.3% | -1.7% | 12.9% | 1.0% | i |
| Cc1csc(SCc2ccccc2C(=O)O)n1 | ? | 0.3% | 0.0% | 5.8% | 1.0% | -1.2% | ? | -2.7% |
| CC[N+](CC)(CC#Cc1ccccc1)CC#Cc1ccccc1 | . | -3.3% | . | -4.5% | -1.5% | 3.5% | . | -9.3% |
| O=C(NCC(=O)N(c1cccc(F)c1)C(C(=O)NCC1CCCO1)c1ccccc1)c1ccco1 (stereo not given) | -7.8% | -6.0% | . | -4.3% | 0.1% | . | -1.2% | -9.4% |
| O=C(CSCc1ccc([N+](=O)[O-])cc1)N/N=C/c1ccncc1 | 22.3%[46 µM] | -4.0% | -3.8% | -1.7% | 0.0% | 3.7% | -3.7% | -0.4% |
| C=C(CC1([C@@H](NP(=O)(c2ccccc2)c2ccccc2)[C@H]2C[C@@H]2CCCC)CC1)c1ccccc1 | -0.5% | -5.1%&-13.4% | -9.7% | -6.5%&-2.5% | -1.1%&-8.0% | 20.6%&7.4% | -6.9%&-14.0% | -3.8%&-3.3% |
| O=C(NC(=S)Nc1ccc(Cl)cn1)c1cccs1 | 6.8% | -5.7% | 12.6µM* | -3.3% | 1.4% | -1.2% | ? | -7.4% |
| C=CCNC(=S)Nc1ccc(Cl)c(S(=O)(=O)N2CCOCC2)c1 | . | -2.5% | 5.8% | -1.9% | -1.8% | 4.8% | ? | 4.0% |
| O=C1c2ccccc2C(=O)c2c1oc(C(F)(F)F)c2C(=O)c1ccccc1 | ? | 10.2% | -65.3%[inhibitor] | -3.8% | -4.5% | -32.1% | ? | -3.3% |
| Clc1ccc(CSc2nnc(-c3cccnc3)n2Cc2ccco2)c(Cl)c1 | ? | ? | -25.0% | -27.1% | 2.1% | 87.7%[activator] | 4.47µM* | -1.7% |
| O=C(c1cccc(Cl)c1)N1CCN(c2ncnc3c2cnn3-c2ccccc2)CC1 | 4.1%[46 µM] | ? | -37.0%[inhibitor] | 2.9% | -6.8% | 9.8% | 7.94µM* | i |
| Cc1ccc([N+](=O)[O-])c(OCCCN2C(=O)NC(C)(C)C2=O)c1 | . | 7.1% | 9.1% | 7.8% | -2.9% | -4.3% | -9.4% | i |
| Cc1cc(C)nc(Sc2ccc(C=O)cc2[N+](=O)[O-])n1 | -1.9%[46 µM] | -17.4% | -6.4% | -3.3% | -2.8% | -1.4% | 7.08µM* | i |
| CC(Oc1ccc2ccc(=O)oc2c1)C(=O)c1ccccc1 (stereo not given) | -1.2% | 74.0%[activator] | 3.7% | -2.0%[53 µM] | -1.8%[53 µM] | -0.1% | 17.0% | -11.9% |
| Cc1onc(-c2ccccc2Cl)c1C(=O)c1ccccc1 | . | -1.5% | . | -3.5% | -2.1% | 9.4% | . | i |
| Cc1ccc2c(c1)NC(=O)c1cccnc1N2 | -2.5% | 0.6% | 11.2µM* | -0.4% | -1.4% | 10.3% | ? | -1.9% |
| CS(=O)(=O)C1=NSC2=NC(=O)/C(=C\c3ccc(-c4ccccc4)o3)C(=N)N21 | -1.5% | 8.4% | 4.6% | 3.2% | -9.8% | -6.4% | -4.5% | ? |
| Cc1csc(NC(=O)c2ccc(OCC3CCCO3)cc2)n1 (stereo not given) | 30.5%[46 µM] | 3.6% | 1.41µM* | -1.5% | -0.3% | 1.2% | -13.0% | -0.2% |
| Cc1ccc(-c2nnn(CC(=O)N(Cc3ccccc3)C(C(=O)NC(C)(C)C)c3ccncc3)n2)o1 (stereo not given) | 6.2% | -15.0% | ? | -1.7% | 0.3% | -11.1% | ? | i |
| COc1ccc(C2=CC(=O)CC(c3ccccc3)C2)cc1 (stereo not given) | 13.8%[46 µM] | -8.4% | -8.1% | -4.3% | -4.1% | -8.3% | ? | i |
| COC(=O)c1cc(NC(=O)c2cccc(Cl)c2)c(=O)oc1/C=C/Nc1cc(C)cc(C)c1 | ? | -1.0% | -5.2% | -2.4% | -1.8% | 207.1%[activator] | -6.5% | i |
| Cn1c(Cn2c(=O)sc3ccccc32)nnc1SCC(=O)N1CCCCCC1 | 8.1% | 9.3% | 24.8% | 3.6% | 3.7% | -7.3% | -9.1% | i |
| Cc1ccc(C(=O)O/N=C/c2c(N3CCOCC3)n(C)c3ccccc23)cc1 | ? | ? | -47.1%[inhibitor] | -1.0% | 0.5% | 15.3% | ? | -1.4% |
| CC(C)C(NC(=O)c1ccccc1)C(=O)NC1=NCCS1 (stereo not given) | -4.6% | 4.9% | 1.9% | 1.2% | 2.1% | 4.5% | 9.5% | -0.7% |
| Cc1[nH]n(-c2ccccc2)c(=O)c1/C=N/n1c(C)nc2ccccc2c1=O | -3.1% | -22.2% | -3.9% | -0.4% | -4.0% | 9.1% | ? | i |
| COc1cc(C)c(C(C)C)cc1S(=O)(=O)n1cnc(C)c1 | ? | -6.9% | 19.0% | -10.3% | 0.8% | 2.7% | ? | -14.3% |
| Cc1ccc[n+](CC(=O)Nc2cc(C(F)(F)F)ccc2N2CCOCC2)c1 | ? | 5.8% | 13.6% | 3.8% | -0.7% | -30.1% | 2.9% | -2.4% |
| CN(c1ccccc1)S(=O)(=O)c1ccc(Cl)c(C(=O)Nc2nc3ccccc3[nH]2)c1 | ? | ? | -50.1%[inhibitor] | -1.3% | -0.9% | 1.2% | -5.4% | 9.8% |
| COc1cccc(CN2CCN(Cc3ccc(OC)c(OC)c3)CC2CCO)c1 (stereo not given) | . | 0.9% | . | 3.4% | -3.0% | -6.1% | ? | -5.8% |
| CCOC(=O)C1=C(C)N(C)C(=O)NC1c1cccc(O)c1 (stereo not given) | 0.8% | 1.0% | -19.9% | -3.4% | -2.4% | 9.2% | 5.2% | -3.5% |
| CC(C)NC(=O)/C(C#N)=C\c1ccc(N(C)C)c(Br)c1 | . | ? | -15.8% | -21.1% | -1.1% | 125.0%[activator] | ? | i |
| CN(C(=O)COC(=O)C(Cc1ccccc1)NC(=O)c1ccccc1)c1ccccc1 (stereo not given) | -1.4% | -1.9% | 0.4% | -5.4% | -1.7% | 6.0% | -3.0% | -9.0% |
| CC(C)CNC(=S)Nc1ccc(S(N)(=O)=O)cc1 | -1.6% | 8.3% | 7.1% | 5.6% | 0.3% | -13.1% | ? | -3.3% |
| CCOC(=O)c1sc(NC(=O)CCN2CCC(C)CC2)c(C(=O)OCC)c1C | ? | 4.7% | -0.2% | 1.5% | -0.6% | -2.8% | 2.51µM* | i |
| CCOc1ccc(N(CC(=O)NC2CCCC2)C(=O)CSc2nnc(COc3ccccc3)o2)cc1 | 4.8% | -3.6% | -10.8% | 1.1% | 2.0% | -7.2% | 1.7% | -6.4% |
| Cc1cc(=O)[nH]c(SCC(=O)Nc2ccc(Br)cc2)n1 | . | 11.9% | . | 3.7% | 0.4% | 1.1% | . | i |
| CN(C(=O)c1cccnc1)c1nc(-c2ccccc2)cs1 | 13.0% | -4.6% | 8.1% | 2.3% | -5.4% | -1.0% | 7.1% | -0.6% |
| Cn1c(CSCC(=O)Nc2ccccc2)nnc1SCc1ccccc1 | . | -1.7% | . | -8.7% | -6.3% | 4.5% | . | i |
| CCOC(=O)c1c(C)nc2sc3c(c2c1-c1ccc(OC)cc1)NC(c1ccc(OC)cc1)NC3=O (stereo not given) | 7.1% | 11.1% | 3.1% | -0.3% | -7.0% | 3.7% | -2.2% | -1.6% |
| COCCNc1nc2c(c(=O)n(C)c(=O)n2C)n1Cc1cccc(C)c1 | ? | 10.7% | -51.7%[inhibitor] | 7.1% | -6.5% | 4.9% | 1.9% | -11.1% |
| CCOC(=O)C1CCN(c2ncnc3c2oc2ccc(Br)cc23)CC1 | 6.9% | ? | ? | 3.0% | 1.3% | 18.6% | ? | -14.2% |
| CCn1c2c(c3cc(C(=O)O)ccc31)CCCC2=O | -11.7% | ? | 20.3% | -4.1% | -5.2% | 11.6% | ? | 15.8% |
| Cc1cc(=O)oc2c(CN3CC(C)OC(C)C3)c(O)c(Cl)cc12 (stereo not given) | . | ? | 2.1% | -1.5% | -5.1% | -82.1% | ? | i |
| CC(C)CCNC(=O)NC(=O)Cn1cc(C(F)(F)F)ccc1=O | -10.3% | 6.8% | -7.5% | -4.7% | -6.1% | -8.6% | -7.7% | i |
| Cc1ccc(CSc2nnc(Cn3c(=O)sc4ccccc43)n2C)cc1 | -3.9% | 3.4% | 1.8% | -1.9% | -1.3% | 3.8% | -1.6% | -3.9% |
| C[C@H](NC(=O)Cn1cncn1)c1ccccc1 | -5.4% | 5.7% | 10.4% | -18.7% | -2.4% | 17.8% | -49.2% | 2.7% |
| CCN(CC)c1ccc(NC(=O)COc2ccccc2C#N)cc1S(=O)(=O)Nc1ccc(OC)cc1 | -8.4% | 2.7% | 13.7% | -7.1%[53 µM] | -0.5%[53 µM] | -9.7% | 22.4µM* | 6.2% |
| CC(=O)c1sc2nc(SCC(=O)N3CCCCC3)[nH]c(=O)c2c1C | -11.4% | ? | ? | 2.9% | 3.9% | 66.5%[activator] | ? | ? |
| CCC(=Nc1ccccc1)C1=C(O)CCCC1=O | . | 6.3% | . | -2.7% | 1.4% | 1.4% | . | -2.1% |
